Assay outcomes from PubChem BioAssay.
Mdm2 MdmX PPI – inhibitors of human Mdm2-MdmX association, primary screen, cell-based, luminescence, split luciferase, SaOS-2, uHTS; inhibition, % at 8 µM; SaOS-2 split-luciferase Mdm2/MdmX complementation; actives 3% (n = 330,000); Protein Mdm4 (Homo sapiens) + E3 ubiquitin-protein ligase Mdm2 (Homo sapiens), …;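 active means inhibition of at least 50% at 8 µM in the primary screen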
CXCR6 block – CXCR6 receptor inhibitors, primary screen, cell-based, beta-arrestin, luminescence, CHO-K1 PathHunter, 1536-well. C-X-C chemokine receptor type 6 (Homo sapiens), O00574. inhibition, % at 20 µM. actives 0.36% (n = 360,000); in the data active means inhibition above about 34%, passing the limit was not always enough;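 further: antagonist mode with CXCL16 agonist at 10 nM final; 0% = 10 nM CXCL16 with DMSO and 100% = unstimulated wells without agonist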
Target sequence (O00574 whole entry, looked up): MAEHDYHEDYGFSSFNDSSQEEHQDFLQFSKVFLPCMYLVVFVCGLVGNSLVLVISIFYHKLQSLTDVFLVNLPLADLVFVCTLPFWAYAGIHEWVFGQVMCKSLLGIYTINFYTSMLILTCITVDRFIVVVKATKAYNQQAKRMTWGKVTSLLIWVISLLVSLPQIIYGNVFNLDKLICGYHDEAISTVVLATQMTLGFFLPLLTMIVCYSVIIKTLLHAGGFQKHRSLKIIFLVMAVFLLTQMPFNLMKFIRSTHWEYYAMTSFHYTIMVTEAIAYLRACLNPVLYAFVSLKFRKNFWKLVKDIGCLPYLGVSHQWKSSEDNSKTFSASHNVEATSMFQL
XBP1 UPR activ – activators of adaptive XBP1 UPR arm, primary screen, cell-based, CHO-XBP1 luciferase reporter, luminescence, uHTS; IRE1-XBP1 UPR activation; percent of tunicamycin response, DMSO as zero; activation, % at 20 µM; actives 0.33% (n = 330,000); AID 463104, 2010;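 active means versus positive control, 20 µM dose yields 30% or more activation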;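 further: 100% = tunicamycin at 10 µg/mL and 0% = DMSO only wells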
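Material: CHO-XBP1 cells stably carrying IRE1-XBP1-driven luciferase reporter | Medium: F12 with 10% serum | Compound dosing: 20 µM single concentration, DMSO 1% | Incubation: Overnight seeding at 37 °C, 6 h compound treatment at 37 °C | Detection: Steady-Glo luminescence read | Read-out basis: % activation of reporter signal versus tunicamycin and DMSO controls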
CHOP UPR activ – activators of apoptotic CHOP UPR arm, primary screen, cell-based, CHO-CHOP luciferase reporter, luminescence, uHTS. UPR activation; percent of tunicamycin response over DMSO baseline. activation, % at 10 µM. actives 0.34% (n = 330,000). AID 449763, 2010;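 active means at 10 µM dose, activation of 40% or more, normalized to positive control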;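 further: 100% = tunicamycin at 10 µg/mL and 0% = DMSO alone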
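measured by = luciferase luminescence | assay system = CHO-CHOP cells, stable luciferase reporter of PERK-eIF2a-CHOP signalling | amount = 500 reporter cells seeded per well | timing = 6 h compound exposure at 37 °C after overnight seeding | controls = positive tunicamycin 10 µg/mL, negative DMSO alone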
CCR6 antagonist – CCR6 receptor antagonists, primary screen, cell-based, CHO-K1, luminescence, beta-arrestin, uHTS; CHO-K1 CCR6 PathHunter beta-arrestin, CCL20-stimulated; actives 0.49% (n = 340,000); inhibition, % at 20 µM; C-C chemokine receptor type 6 (Homo sapiens), P51684;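 active means compounds whose inhibition of the agonist-driven luminescence signal at 20 µM reaches about 50%, limit read from the data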;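 further: cells stimulated with CCL20 at 14 nM final; plate controls were DMSO with CCL20 for no effect and DMSO without agonist for full effect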
EBI2 antag – EBI2 receptor antagonists, beta-arrestin recruitment, primary screen, cell-based, luminescence, 7a,25-OHC stimulation, uHTS. inhibition, % at 5 µM. G-protein coupled receptor 183 (Homo sapiens), P32249. 7a,25-OHC stimulated. actives 0.81% (n = 360,000); in the data active means inhibition above about 38%;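 further: enzyme fragment complementation signal reports receptor beta-arrestin coupling in cells; 0% = agonist plus DMSO wells and 100% = wells without agonist; some results beyond the cut were filed as inactive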
Target sequence (P32249 whole entry, looked up, the tested form may be a part): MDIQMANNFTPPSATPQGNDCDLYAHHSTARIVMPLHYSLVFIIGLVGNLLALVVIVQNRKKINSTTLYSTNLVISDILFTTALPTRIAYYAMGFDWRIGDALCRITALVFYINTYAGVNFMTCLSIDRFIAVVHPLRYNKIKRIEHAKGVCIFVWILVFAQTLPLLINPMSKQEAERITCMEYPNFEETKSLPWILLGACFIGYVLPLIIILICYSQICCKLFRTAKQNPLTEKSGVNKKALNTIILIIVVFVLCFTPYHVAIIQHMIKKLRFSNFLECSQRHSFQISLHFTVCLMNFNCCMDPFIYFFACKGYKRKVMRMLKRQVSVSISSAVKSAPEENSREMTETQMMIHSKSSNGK
697 NFkB inh – inhibitors of PMA/ionomycin-induced NF-kB reporter, 697 cells, primary screen, B-cell NF-kB inhibitor project, cell-based, luminescence, uHTS | 697 B-cell NF-kB luciferase reporter, 16 h | inhibition, % at 4 µM | actives 0.33% (n = 330,000); in the data active means inhibition above about 35%
Gli-Sufu block – Gli-Sufu pathway antagonists, primary screen, luciferase luminescence, Sufu-KO-LIGHT cells, uHTS. Sufu-KO-LIGHT fibroblasts, Gli luciferase reporter luminescence. inhibition, % at 5 µM. actives 0.74% (n = 340,000). AID 588413, 2011;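 active means inhibition above about 55%, limit read from the data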;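 further: 0% = DMSO-treated cells and 100% = wells with medium but no cells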
Jurkat NFkB inh – inhibitors of induced NF-kB luciferase reporter, primary screen, TCR NF-kB activation inhibitor project, cell-based, luminescence, uHTS; Jurkat, PMA/ionomycin-induced NF-kB luciferase reporter; inhibition, % at 4 µM; actives 0.53% (n = 330,000); in the data active means inhibition above about 50%
* marks the source's active call; other numbers are inactive results; . = no result given.

SMILES | Mdm2 MdmX PPI | CXCR6 block | XBP1 UPR activ | CHOP UPR activ | CCR6 antagonist | EBI2 antag | 697 NFkB inh | Gli-Sufu block | Jurkat NFkB inh
COc1ccc(NC(=O)C2=NN(C3CCS(=O)(=O)C3)C(=O)CC2)cc1S(N)(=O)=O (configuration not stated) | -2 | -1 | -2 | 0.7 | 6 | 6 | 18 | 7 | -2
O=C1CN(C(=O)COc2ccccc2F)c2ccccc2N1 | 17 | -1 | 0 | -1.3 | 4 | -7 | 16 | -12 | -10
CCc1ccc(-c2cc(C(F)(F)F)n3nc(C(=O)Nc4cnn(Cc5ccc(C)cc5)c4)cc3n2)s1 | 51* | 7 | 75* | 27 | 14 | -25 | -26 | 14 | -7
CS(=O)(=O)NCCSc1nnnn1-c1ccccc1 | 46 | 7 | 2 | 0.5 | 11 | 1 | 2 | -3 | 1
CC1(C)CC(=O)c2sc(NC(=O)CN3CCOCC3)nc2C1 | -44 | -2 | 0 | 0.3 | -13 | -13 | 21 | 1 | 17
COc1ccc(C2c3[nH]c4ccccc4c3C[C@H]3C(=O)N(C4CCN(Cc5ccccc5)CC4)CC(=O)N23)cc1OC (some centres not stated) | 27 | 9 | -2 | 3.6 | 5 | 10 | 11 | 11 | 7
COc1ccc(N2CSC3=C(C#N)C(c4cccc(OC)c4OC)CC(=O)N3C2)cc1 (configuration not stated) | 10 | -10 | 0 | 2.0 | 7 | -5 | -11 | -26 | -24
COc1ccc(CNC(=O)CN(Cc2ccccc2)C(=O)c2csnn2)cc1 | 5 | -2 | 2 | 1.1 | -22 | -8 | -9 | 7 | -5
Cc1cccc(CC(=O)NC2CCS(=O)(=O)C2)c1 (configuration not stated) | 3 | -14 | -2 | 0.2 | -2 | -2 | -5 | 0 | 5
CC(C)NC(=O)Nc1ccc(Br)cc1Cl | 3 | 3 | 0 | -0.8 | -1 | -2 | -26 | 4 | 9
O=C(COC(=O)/C=C/c1ccc(Cl)cc1)NC1CCCC1 | -1 | -2 | 0 | -1.6 | -14 | 9 | 7 | -9 | -9
O=C(/C=C/c1ccccc1)CCN1CCCCC1 | . | 34 | . | . | 25 | 9 | . | 6 | .
Cc1cc(=O)oc2cc(OCC(=O)NC3CC(C)(C)NC(C)(C)C3)c(Cl)cc12 | -2 | 6 | -2 | 4.3 | 6 | -12 | 0 | 5 | -16
O=C(NCC1COc2ccccc2O1)c1ccco1 (configuration not stated) | 11 | -11 | -2 | -4.9 | 4 | -7 | -7 | -11 | 7
COc1ccccc1CNC(=O)CCC(=O)N1CC(C)Sc2ccccc21 (configuration not stated) | 1 | 2 | 0 | 1.9 | 16 | -6 | 4 | 7 | -12
CC1(NC(=O)CSc2nnc(-c3c[nH]c4ccccc34)n2C2CC2)CCS(=O)(=O)C1 (configuration not stated) | 8 | 8 | 1 | -0.3 | 1 | -6 | 13 | 8 | -10
CN(C)S(=O)(=O)c1cccc(NC(=S)NCc2ccco2)c1 | 14 | -16 | -2 | 2.2 | 3 | 1 | 10 | -4 | 4
CCOC(=O)N1CCN(C(=O)CCl)CC1 | 36 | -1 | -1 | 1.7 | -1 | 4 | 23 | 14 | -4
CCOc1ccccc1N1C(=O)c2ccc(S(=O)(=O)c3ccc(C(=O)O)cc3)cc2C1=O | 20 | 0 | -3 | -1.8 | 17 | -10 | 9 | 15 | 13
O=C(NCc1cccnc1)C1CCCN(S(=O)(=O)c2ccc(Br)cc2)C1 (configuration not stated) | 10 | 6 | -4 | 0.7 | 0 | -4 | -7 | 2 | 4
CCOc1ccccc1N1CCN(C(=O)c2cc(S(=O)(=O)N(C)C)ccc2N2CCCC2)CC1 | 9 | 9 | -3 | -2.4 | -10 | -4 | 18 | 0 | -8
Cc1ccc(S(=O)(=O)N(CC(=O)Nc2ccc(Cl)cc2)C(=O)N2CCN(C)CC2)cc1 | -6 | -5 | -3 | 15 | 21 | -5 | -4 | -10 | 8
COc1ccc(NC(=S)NC(=O)c2ccccc2Cl)cc1 | 14 | 3 | 4 | -1.0 | 28 | -5 | -32 | -40 | -15
C=CCN1C2CCCC1CC(NC(=S)Nc1ccc(Cl)cc1)C2 (configuration not stated) | 16 | -4 | 5 | -1.0 | 4 | -13 | 13 | 21 | 0
CC(=O)c1cccc(NC(=O)CSc2nc(=O)n(CCN3CCOCC3)c3c2CCCC3)c1 | 8 | -5 | 1 | 0.7 | -6 | -6 | 16 | 22 | -24
S=c1[nH]c(-c2ccccc2)cn1/N=C/c1cccs1 | -31 | 6 | 4 | 4.9 | 11 | 9 | -26 | 7 | -24
Cc1c(NC(=O)/C(C#N)=C/c2ccccc2)c(=O)n(-c2ccccc2)n1C | 17 | -1 | 2 | 0.0 | 16 | 12 | 5 | -8 | 12
O=C(NC1CCN(C(=S)Nc2ccccc2Cl)CC1)C1CCCCC1 | 9 | 1 | -4 | -1.0 | 18 | -13 | 17 | -7 | -3
COc1cc(NS(=O)(=O)c2c(C)[nH]c(C)c2C(=O)N2CCCC2)cc(OC)c1OC | 0 | -6 | -2 | -0.5 | -1 | -3 | 2 | -7 | 17
CCCOc1ccc(C(=O)N(Cc2cccs2)C2CCS(=O)(=O)C2)cc1 (configuration not stated) | 14 | -5 | -2 | 1.8 | 12 | -4 | -9 | 3 | -7

Limited to CHOP UPR activ, for three of the compounds above:
| Compound | CHOP UPR activ |
| --- | --- |
| O=C(COC(=O)/C=C/c1ccc(Cl)cc1)NC1CCCC1 | -1.6 |
| O=C(NCc1cccnc1)C1CCCN(S(=O)(=O)c2ccc(Br)cc2)C1 (configuration not stated) | 0.7 |
| Cc1ccc(S(=O)(=O)N(CC(=O)Nc2ccc(Cl)cc2)C(=O)N2CCN(C)CC2)cc1 | 15 |

Next records follow.
SMILES | Mdm2 MdmX PPI | CXCR6 block | XBP1 UPR activ | CHOP UPR activ | CCR6 antagonist | EBI2 antag | 697 NFkB inh | Gli-Sufu block | Jurkat NFkB inh
Clc1ccc(COc2ccccc2-c2ccnc3ncnn23)cc1 | -7 | 0 | 1 | 6.7 | 16 | 9 | -35 | -30 | -34
Cc1nc2ccc(NC(=O)COc3cccc(F)c3)cc2s1 | -8 | 1 | 3 | -0.6 | 2 | -1 | -6 | 2 | 1
COc1ccccc1C(=O)NCCn1cc(SCC(=O)Nc2cc(C)on2)c2ccccc21 | 9 | 2 | 0 | 1.7 | -8 | 10 | 7 | 2 | -3
COC(=O)C1=C(COc2ccccc2)NC(=O)NC1c1ccc(Br)cc1 (configuration not stated) | 10 | 9 | -2 | 0.7 | 16 | 1 | -17 | -10 | -13
CCOC(=O)N1CCN(C(=O)c2ccc(Cn3c(=S)[nH]c4cc5c(cc4c3=O)OCO5)cc2)CC1 | 27 | 4 | 8 | -0.4 | -10 | -29 | -10 | 2 | 22
O=S(=O)(Nc1nc2ccccc2nc1N1CCN(c2ccccc2F)CC1)c1ccc(Cl)cc1 | 26 | -4 | -4 | -1.0 | -6 | 5 | -2 | 17 | -2
Cc1ccc(C(=O)NC(=S)Nc2ccc3c(c2)OCCO3)c(C)c1 | -35 | 18 | -2 | 0.3 | 20 | 12 | -18 | 2 | -24
COc1ccc(C(=O)NCc2cccs2)cc1S(=O)(=O)N1CCOCC1 | -14 | -2 | -1 | -2.1 | -4 | -15 | 10 | 1 | -12
COC(=O)c1ccc(CNC(=O)COC(=O)Cc2ccsc2)cc1 | -27 | -1 | 5 | 2.3 | 4 | -9 | 19 | -11 | -2
COC(=O)c1cc2ccsc2n1CC(=O)Nc1ccc(N(C)C)cc1 | 20 | -4 | -2 | 0.3 | 5 | 1 | 9 | 0 | -8
Cc1cc2c(c(=O)n1CCN(C)C)C(c1ccc(Br)cc1)C(C#N)=C(N)O2 (configuration not stated) | 16 | -3 | -5 | -3.1 | 9 | -6 | 1 | 0 | 9
CC[C@]12c3[nH]c4ccc(Cl)cc4c3CCN1C(=O)[C@@H](CC(=O)NCC13CC4CC(CC(C4)C1)C3)C[C@@H]2C(=O)N1CCN(C(=O)C2CC2)CC1 | 62* | 0 | 21 | 18 | 7 | 7 | -5 | 9 | .
Cc1ccc(CS(=O)(=O)Cc2ccc(C(=O)NCc3ccccn3)o2)cc1 | 7 | 3 | -5 | -0.5 | 1 | -7 | 7 | 1 | 16
COc1ccc(C(=O)CC(SCC(NC(C)=O)C(=O)O)c2ccc(Cl)cc2)cc1OC (configuration not stated) | 19 | 8 | -3 | 0.8 | 14 | 37 | -2 | -3 | 7
COc1ccc(NC(=O)COC(=O)/C=C/c2ccccc2[N+](=O)[O-])cc1 | 17 | -8 | -1 | 0.2 | 8 | -9 | 12 | 5 | 10
Cc1cccc(SCC(=O)Nc2ccc3c(c2)OCCO3)c1 | -5 | 2 | -2 | 6.0 | 5 | 2 | 4 | 3 | -64
COc1ccc(/C=N\Nc2ccccc2[N+](=O)[O-])c(C(=O)O)c1OC | 17 | 10 | -1 | 2.4 | 19 | 5 | -5 | 6 | -13

Rewritten as labelled records: entries from further up.
Molecule: O=C1CN(C(=O)COc2ccccc2F)c2ccccc2N1
  Mdm2 MdmX PPI: 17
  CXCR6 block: -1
  XBP1 UPR activ: 0
  CHOP UPR activ: -1.3
  CCR6 antagonist: 4
  EBI2 antag: -7
  697 NFkB inh: 16
  Gli-Sufu block: -12
  Jurkat NFkB inh: -10

Molecule: CCc1ccc(-c2cc(C(F)(F)F)n3nc(C(=O)Nc4cnn(Cc5ccc(C)cc5)c4)cc3n2)s1
  Mdm2 MdmX PPI: 51*
  CXCR6 block: 7
  XBP1 UPR activ: 75*
  CHOP UPR activ: 27
  CCR6 antagonist: 14
  EBI2 antag: -25
  697 NFkB inh: -26
  Gli-Sufu block: 14
  Jurkat NFkB inh: -7

Three of the entries above in order of their number in Jurkat NFkB inh, ascending:
| structure | Mdm2 MdmX PPI | CXCR6 block | CCR6 antagonist | EBI2 antag | 697 NFkB inh | Jurkat NFkB inh |
| --- | --- | --- | --- | --- | --- | --- |
| COC(=O)C1=C(COc2ccccc2)NC(=O)NC1c1ccc(Br)cc1 (configuration not stated) | 10 | 9 | 16 | 1 | -17 | -13 |
| O=S(=O)(Nc1nc2ccccc2nc1N1CCN(c2ccccc2F)CC1)c1ccc(Cl)cc1 | 26 | -4 | -6 | 5 | -2 | -2 |
| Cc1ccc(CS(=O)(=O)Cc2ccc(C(=O)NCc3ccccn3)o2)cc1 | 7 | 3 | 1 | -7 | 7 | 16 |
